Screening results as filed in PubChem BioAssay.
MITF TRPM1 HTS: increases MITF-driven TRPM1 promoter luciferase signal; hit rate 0.75% among 300,000; activation, % at 12.5 µM; SK-MEL-5 TRPM1-promoter luciferase, 24 h; % of positive control, neutral wells = 0; AID 588334;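 active means mean activation of at least 80% with every replicate also reaching 80%; inconclusive means mean reaches 80% but some replicate falls short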;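 further: 0% = neutral control wells and 100% = parthenolide positive control wells; values of inactives mirror those of a sister screen read the other way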
dFosB activator: activators of mouse delta FosB homodimer. P13346. purified delta FosB, TAMRA-CDK5 oligo fluorescence polarization; percent of positive-control signal above neutral wells. activation, % at 25 µM. hit rate 0.99% among 340,000;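 active means mean activation above about 17%, with every replicate also reaching it, limit read from the data, passing the limit was not always enough; inconclusive means only one of the two conditions met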;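 further: fluorescence polarization rise as delta FosB binds a TAMRA Cdk5 AP-1 oligo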
Target sequence (P13346 whole entry, looked up): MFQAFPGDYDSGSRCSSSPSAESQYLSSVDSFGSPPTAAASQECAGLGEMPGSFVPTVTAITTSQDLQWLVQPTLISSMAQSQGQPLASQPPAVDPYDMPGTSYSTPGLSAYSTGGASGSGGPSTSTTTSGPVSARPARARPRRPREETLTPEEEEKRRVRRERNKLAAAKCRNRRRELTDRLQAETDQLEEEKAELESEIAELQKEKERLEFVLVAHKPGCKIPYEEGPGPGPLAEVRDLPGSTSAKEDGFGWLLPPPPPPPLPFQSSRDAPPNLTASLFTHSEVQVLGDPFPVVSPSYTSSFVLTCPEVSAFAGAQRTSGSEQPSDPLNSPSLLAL
PfHsp90 set2: reduces growth (ATP signal) of yeast expressing P. falciparum Hsp90; inhibition, % at 9.4 µM; S. cerevisiae expressing PfHsp90, BacTiter-Glo ATP, 48 h; yeast lacking PDR1 and PDR3 efflux regulators; hit rate 0.32% among 310,000;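 active means every replicate shows inhibition above about 80%, whatever the replicate mean, limit read from the data; inconclusive means mean inhibition reaches the set limit but some replicate falls short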;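 further: 0% = DMSO neutral controls and 100% = 20 µM radicicol positive controls; yeast relying on Plasmodium falciparum Hsp90 in place of its own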
CAL PDZ FP-1: inhibitors of human CAL PDZ peptide binding; hit rate 0.02% among 330,000; inhibition, % at 20 µM; AID 504414; purified CAL PDZ, TMR-peptide fluorescence polarization, 1 h;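 active means highest replicate inhibition of at least 40%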;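 further: plate controls were DMSO neutral control wells for no effect and unlabeled competitor peptide control wells for full effect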
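material = purified tagged CAL PDZ domain construct (CerCALP) | compound dosing = 20 µM, one dose | times = 1 h at RT | measured by = fluorescence polarization from S- and P-plane intensities, G-factor corrected | read-out = inhibition from polarization loss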
NSD2 HMT inh: inhibitors of human histone methyltransferase NSD2. NSD2 peptide methylation, AlphaScreen, 120 min. inhibition, % at 12.5 µM. hit rate 0.54% among 310,000. AID 743445; in the data active means inhibition above about 50%
SR-BI DiI inh: blocks mouse SR-BI lipid uptake from DiI-HDL; Q61009; ldlA[mSR-BI] CHO cells, DiI-HDL uptake fluorescence, 3 h; inhibition, % at 12.5 µM; hit rate 0.96% among 320,000;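 active means mean replicate inhibition of at least 70% and a set share of replicates each scoring 70 or more; inconclusive means meets just one of the two criteria; inactive means fails both criteria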;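 further: 0% = median of neutral control wells and 100% = median of positive control wells; values of inactives mirror those of a sister screen read the other way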
CAL PDZ FP-2: inhibitors of human CAL PDZ peptide binding; Q9HD26; purified CAL PDZ, TMR-peptide fluorescence polarization, 1 h; inhibition, % at 24.9 µM; hit rate 0.92% among 300,000; AID 602252;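 active means mean inhibition of at least 30% with at least half of replicates also reaching 30%; inconclusive means no clear call, values can overlap the other calls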;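 further: 0% = DMSO neutral control and 100% = excess unlabeled competitor peptide PRC23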
Rtt109 HAT inh: inhibitors of Candida albicans Rtt109/Vps75 histone acetyltransferase; purified Rtt109/Vps75, ThioGlo CoA-SH fluorescence, 4 h; hit rate 0.16% among 330,000; AID 540336; inhibition, % at 34.9 µM;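 active means inhibition of at least 50% in every replicate; inconclusive means best replicate reaches 50% inhibition but some replicates fall short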
Target sequence (Q5AAJ8 whole entry, looked up): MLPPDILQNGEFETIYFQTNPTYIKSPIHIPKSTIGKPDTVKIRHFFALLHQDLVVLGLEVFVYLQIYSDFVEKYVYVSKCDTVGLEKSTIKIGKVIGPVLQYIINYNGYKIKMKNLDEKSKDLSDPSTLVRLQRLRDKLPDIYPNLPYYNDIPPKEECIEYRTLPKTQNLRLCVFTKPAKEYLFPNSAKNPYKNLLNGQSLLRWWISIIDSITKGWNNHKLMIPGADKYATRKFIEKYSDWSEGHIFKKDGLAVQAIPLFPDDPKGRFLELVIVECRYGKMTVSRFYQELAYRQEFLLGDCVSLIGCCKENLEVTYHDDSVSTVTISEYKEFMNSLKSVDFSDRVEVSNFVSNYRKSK
SR-BI uptake up: enhances SR-BI lipid uptake from DiI-HDL. CHO ldlA[mSR-BI] cells, DiI-HDL uptake fluorescence, 3 h; 100 = double the neutral-control signal. activation, % at 12.5 µM. hit rate 0.096% among 320,000. AID 504775;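 active means mean replicate activation of at least 60% and every replicate at or above 60%; inconclusive means mean or all-replicate condition met, but not both; inactive means mean below 60% and not all replicates reaching 60%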;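 further: 0% = median plate neutral-control signal and 100% = twice that signal; values of inactives mirror those of a sister screen read the other way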
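System: CHO ldlA[mSR-BI] cells / Medium: HEPES-buffered (25 mM, pH 7.4) F12 plus 0.5% BSA / Probe or stimulus: labelled HDL, 10 µg/mL / Doses: single compound concentration, delivered by pin transfer / Schedule: 3 h, 37 °C / Measured by: DiI fluorescence, bottom read / Measure: cell-associated DiI fluorescence as measure of HDL uptake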
PvdQ acylase: P. aeruginosa PvdQ acylase inhibition | purified PvdQ acylase, fluorescence plate reader | inhibition, % at 10 µM | hit rate 0.063% among 340,000; in the data active means inhibition above about 30%, passing the limit was not always enough; inconclusive means no clear call, values can overlap the other calls;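 further: 0% = vehicle neutral wells and 100% = reference inhibitor wells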
* = called active by the depositor; ? = inconclusive; . = not tested or not shown. Not a hit list. About 4.3% of those tested had a hit in this group.

SMILES	MITF TRPM1 HTS	dFosB activator	PfHsp90 set2	CAL PDZ FP-1	NSD2 HMT inh	SR-BI DiI inh	CAL PDZ FP-2	Rtt109 HAT inh	SR-BI uptake up	PvdQ acylase
O=P1(O)C=C(c2ccccc2)NC(c2ccccc2)=C1	9.0	-10.4	18.4	-1.2	-1.5	-29.9	-2.7	13.7	29.9	-6.0
O=C(O)CNCC1COc2ccccc2O1 (stereo unspecified)	.	-6.3	-26.0	-0.2	1.1	-3.5	1.1	-5.1	3.5	-14.2
COC(=O)C1=C(C)NC(C)=C(C(=O)OC(C)C)C1c1cccc2nonc12 (stereo unspecified)	-3.7	-4.2	5.7	0.2	13.7	-1.5	-20.9	9.0	1.5	4.0
CCOC(=O)CCCNC(=O)COC(=O)c1cccc(F)c1	-11.3	-16.1	.	-0.7	-2.7	.	0.5	10.0	.	-4.8
CN(C)S(=O)(=O)c1ccc(C(=O)NNc2nc(-c3ccccc3)c3cc(Br)ccc3n2)cc1	-0.4	-0.4	-14.3	-1.5	-1.7	-5.5	3.1	-3.3	5.5	-0.2
CCCCc1nnc(NC(=O)CN2C(=O)NC3(CCCCC3)C2=O)s1	-17.6	-6.4	-12.2	1.3	0.6	-5.7	-10.4	2.0	5.7	-11.5
O=C(CSc1nnc2ccc(-c3ccccn3)nn12)NCC1CCCO1 (stereo unspecified)	-6.1	-3.8	7.3	-2.3	.	.	-2.5	-4.3	.	-10.4
Cc1cc(C(=O)N2CCN(c3ccccc3)CC2)c(C)o1	2.3	-7.6	3.1	0.9	3.3	4.7	-0.8	1.5	-4.7	1.9
O=C(COC(=O)Cc1ccc(S(=O)(=O)N2CCOCC2)s1)Nc1ccccc1Cl	2.7	-5.2	16.1	-0.3	3.1	-4.8	-4.1	9.3	4.8	-12.5
CSc1ccccc1NC(=O)C1CC(c2ccccc2O)=NO1 (stereo unspecified)	-12.9	-6.9	6.3	-2.9	.	-4.7	-0.5	19.3	4.7	-13.0
O=C(c1ccccc1)N1CCN(S(=O)(=O)c2cccs2)CC1	15.5	-4.8	-9.4	-0.7	-0.3	-12.6	.	10.0	12.6	7.4
O=C(Nc1ccccc1)c1cc2c(=O)c3ccccc3oc2nc1C(F)(F)F	.	10.4	-8.8	0.2	-0.2	-17.8	-0.3	2.3	17.8	-7.9
CCOC(=O)N1CCN(CC(=O)Nc2ccc(Oc3ccccc3)cc2)CC1	0.1	-11.7	-23.0	-1.6	-0.3	-1.6	-0.8	-3.6	1.6	-7.9
CCC(CC)c1nnc(NC(=O)c2cc([N+](=O)[O-])ccc2N2CCCCC2)s1	3.9	-3.2	5.6	-0.8	3.3	63.9	-3.7	-0.9	-63.9	9.5
C=CCN(CC=C)Cc1c(C)[nH]c2ccc(C(=O)OCC)cc2c1=O	-12.1	-7.4	26.1	-3.0	2.2	-16.5	-2.7	4.6	16.5	6.0
CCCCn1c(N)c(N(CCOC)C(=O)c2cc(-c3ccc(OC)cc3)nc3ccccc23)c(=O)[nH]c1=O	8.0	-7.2	-21.3	-2.7	-0.3	2.3	-4.6	5.1	-2.3	-11.6
Cn1c(=O)[nH]c(=O)c2c1nc(Br)n2CC(O)COCc1ccccc1 (stereo unspecified)	-2.9	1.4	21.3	0.0	.	-13.8	-5.0	7.6	13.8	-8.4
CC(C)(C)SCCNS(=O)(=O)c1ccc2ccccc2c1	5.6	-8.9	.	-1.5	25.7	-1.0	0.2	1.3	1.0	-12.2
CCCn1nc(Oc2nc(SC)nc(N(C)C)n2)ccc1=O	-3.7	-1.1	-2.1	0.5	20.2	-1.8	.	0.7	1.8	-10.5
Cc1ccc(NS(=O)(=O)c2cccc(C(=O)N3CCN(c4ncccn4)CC3)c2)cc1	-7.9	-9.2	19.9	0.1	1.1	12.8	.	1.6	-12.8	-4.3
COC(=O)C1=C(C(=O)OC)[C@@H]2Nc3ccccc3[C@@]23C[C@@H](C(=O)OC)N(C(=O)c2cc(C)oc2C)C3=N1	3.4	-3.0	-1.1	-1.0	.	39.3	-0.2	-2.2	-39.3	8.1
COc1ccc(OCCN(C)Cc2c(O)ccc3ccccc23)cc1	-5.8	-0.7	-9.0	-0.8	-3.7	.	.	?	.	-10.6
O=[N+]([O-])c1ccccc1N=Nc1ccc(O)cc1	.	0.1	-2.0	0.3	17.9	-2.9	-1.3	1.6	2.9	-5.5
O=C(COc1ccc(-c2nnco2)cc1)N1CCOCC1	-3.2	-3.6	.	0.0	0.8	-16.2	.	4.2	16.2	1.6
COc1ccccc1OCc1nc2ccccc2s1	30.5	-5.6	8.5	-1.7	-0.7	25.6	-0.2	10.3	-25.6	11.1
COc1ccc(N2C(=O)CCC(C(C)=O)=C2C)cc1	-4.7	-1.8	.	0.1	-3.1	25.3	.	-18.6	-25.3	-3.9
CCCC1Cc2c(sc(N)c2C#N)CO1 (stereo unspecified)	1.7	-0.5	.	-0.6	2.4	.	4.3	11.0	.	26.4
CC(Cc1cccs1)N(Cc1ccc(Cl)cc1)C(=O)c1ccncc1 (stereo unspecified)	1.3	-10.1	-20.1	0.9	2.1	.	-2.0	-8.0	.	-13.2
NC(=O)c1nsc(C(=O)N(CC(=O)NC2CCCCC2)c2ccc(Cl)cc2)c1N	-3.0	-3.0	-6.6	-1.3	-3.5	.	0.3	-1.0	.	-2.4
COc1cc(OC)c(NS(=O)(=O)c2cn(C)cn2)cc1Cl	14.8	6.4	20.9	-1.3	-3.3	-10.8	4.9	-6.5	10.8	-11.3
Cc1nc(Nc2cc(F)ccc2C)c2nnn(Cc3ccccc3)c2n1	-1.0	-6.4	2.0	-0.9	-0.7	-9.8	-1.7	-2.3	9.8	-1.3
Cc1nn(Cc2c(F)c(F)c(F)c(F)c2F)c(C)c1NC(=O)c1ccc(COc2ccc(Cl)cc2Cl)o1	-33.1	-10.7	-28.0	-2.3	-1.7	33.0	-2.5	-6.3	-33.0	-14.0
Oc1ccc(/C=N/n2c(-c3ccco3)csc2=Nc2cccnc2)c(O)c1	-23.4	-3.7	.	2.6	1.5	35.0	-2.3	-4.1	-35.0	-7.5
CN(Cc1cc2ccccc2[nH]c1=O)C(=O)COc1ccccc1	-3.5	-2.8	-14.9	-3.2	-1.9	.	0.4	-4.0	.	-8.7
CCCCN1C(=O)C2C3C=CC(C2C1=O)C1C2C(=O)N(CCCC)C(=O)C2C31 (stereo unspecified)	4.1	-2.3	3.1	0.4	30.4	-15.1	-2.3	-1.5	15.1	-7.2
Cc1ccc(C(=O)N/N=C2\CCSC2)cc1[N+](=O)[O-]	4.4	-1.4	1.0	-0.8	1.5	-9.5	0.5	4.2	9.5	-7.2
COc1ccc(CC(=O)N[C@@H]2c3cc(OC)c(OC)cc3C[C@H]2OCc2ccccc2)cc1	-0.6	-11.5	2.5	0.6	.	26.8	-0.2	-10.3	-26.8	-6.5
CC(C#N)(Cc1ccccc1)Nc1ccccc1 (stereo unspecified)	.	-1.5	16.0	-0.8	.	-9.1	-0.2	3.5	9.1	-14.8
COC(=O)c1cc(=O)n(Cc2cccs2)c(=Nc2ccc(F)cc2)s1	.	-3.6	11.6	0.9	.	26.3	.	2.8	-26.3	-2.1
CCN(CC)C(=O)n1c(Cc2ccccc2)nc2ccccc21	.	-4.3	-2.3	-1.8	-1.1	-0.3	-3.3	13.0	0.3	2.4
N=C1/C(=C\c2ccc(SCc3ccccc3)o2)C(=O)N=C2SC=NN12	0.2	9.7	-14.5	-2.7	-33.4	-17.5	-2.3	5.3	17.5	0.6
COc1ccc(C2NC(=O)CCC2[N+](=O)[O-])cc1 (stereo unspecified)	.	-7.1	0.8	-2.2	-4.1	-22.7	-0.2	-1.0	22.7	-13.3
CCSc1ncc(/C=N/Nc2ccccc2)n1C	45.4	-9.6	-14.5	0.8	3.4	30.1	8.4	-2.4	-30.1	-10.6
O=C(Nc1cc(C(=O)N2CCCC2)ccc1N1CCCC1)C1CC1	-10.2	-2.4	.	0.5	-1.7	-11.6	-2.4	-0.2	11.6	0.5
CCN(CC(=O)Nc1ccc(NC(C)=O)cc1)C(=O)c1ccc(N2CCC(C)CC2)c([N+](=O)[O-])c1	4.7	-9.0	-30.0	0.5	13.3	46.0	-3.0	-1.6	-46.0	7.2
Cc1ccc(CSCCNC(=O)CSCc2ccc([N+](=O)[O-])cc2)cc1	-3.2	-13.2	.	-3.0	0.8	2.0	.	0.7	-2.0	-13.4
COc1ccccc1N1CCN(C(=O)c2cc(-c3ccc(C)cc3)on2)CC1	4.7	-12.1	-6.4	-0.5	1.5	18.4	3.0	7.8	-18.4	14.2
Cc1cccc(C(=O)NC(=S)N2CCc3ccccc3C2)c1	2.6	-3.6	-22.2	-2.0	9.9	-9.9	-3.6	.	9.9	-8.3
Cn1c(=O)c(=O)n(C)c2cc(S(=O)(=O)N3CCCCCC3)ccc21	2.5	-3.1	.	-1.4	-1.0	-13.4	.	5.2	13.4	-8.8
O=[N+]([O-])c1ccc(O)c(C2=NNC(c3ccccc3F)C2)c1 (stereo unspecified)	50.8	-0.9	-56.3	-0.4	.	.	6.4	4.8	.	11.0
COC(=O)c1ccc2c(=O)[nH]c(COC(=O)CCC(=O)c3ccc(Cl)cc3)nc2c1	17.1	-10.9	10.2	-2.5	-1.0	-30.7	-1.0	6.2	30.7	-21.9
COc1cccc2sc3cc(NCc4ccc(C)o4)ccc3c(=O)c12	?	-3.6	-6.1	-1.4	.	23.2	0.5	-77.6	-23.2	5.3
Cc1cc(C(=O)Nc2nccs2)c2cc(F)ccc2n1	-12.3	1.0	-9.2	-1.9	-1.3	6.8	-5.5	5.7	-6.8	17.0
COc1cccc(C2=NOC(C(=O)Nc3cccc(C(C)=O)c3)C2)c1 (stereo unspecified)	10.6	-6.0	-14.6	-0.9	-2.4	3.2	-1.0	-10.3	-3.2	-10.9
COCCN(C(=O)COC(=O)/C=C/c1ccc(C(F)(F)F)cc1)c1c(N)n(Cc2ccccc2)c(=O)[nH]c1=O	-3.7	6.1	23.4	-0.1	3.9	-13.5	0.4	-0.6	13.5	-8.7
Nc1nonc1-n1nnc(C(=O)N/N=C/c2cc(Br)ccc2O)c1CNc1ccccc1	-24.4	51.8*	40.4	-1.3	.	48.1	-3.9	4.1	-48.1	-10.8
